# GPR35 antagonists: inhibition of zaprinast-stimulated GPR35 beta-arrestin translocation – imaging, U2OS, beta-arrestin-GFP, zaprinast agonist, primary screen (AID 2058) | U2OS GPR35 beta-arrestin-GFP translocation imaging, zaprinast antagonism; higher % means a stronger effect | inhibition, % at 10 µM, or IC50 in µM where a hit was titrated | hit rate 0.052% among 290,000;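 active = inhibition of at least 50% with at least 30 cells and total cytoplasm GFP at most 10,000,000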
# Dengue-2 NS5 capping: flavivirus cap methylation enzyme inhibition – biochemical, confirmation dose response, primary screen (AID 588689) | Dengue-2 NS5 methyltransferase capping enzyme assay, biochemical; higher % means a stronger effect | inhibition, % at 25 µM, or IC50 in µM where a hit was titrated | hit rate 0.3% among 340,000; in the data active = a potency from the dose series
# GPR55 activation: selective activators of receptor GPR55 – imaging, U2OS cells, beta-arrestin-GFP redistribution, primary screen (AID 1961); U2OS GPR55 beta-arrestin-GFP redistribution imaging; higher % means a stronger effect; one-dose activation, % at 10 µM; EC50 in µM for titrated hits; hit rate 0.048% among 290,000;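 active = activation above 40% with more than 50 cells counted in the well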;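 also: U2OS osteosarcoma cells stably expressing GPR55 and beta-arrestin-GFP; plate controls were DMSO negative control for no effect and LPI positive control for full effect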
# GPR55 antagonists: inhibition of LPI-stimulated GPR55 beta-arrestin translocation – imaging, U2OS, beta-arrestin-GFP, LPI agonist, primary screen (AID 2013); U2OS GPR55 beta-arrestin-GFP translocation imaging, LPI antagonism; higher % means a stronger effect; inhibition, % at 10 µM, or IC50 in µM where a hit was titrated; hit rate 0.13% among 290,000;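 active = spots per cell inhibited over 60%, with over 100 cells counted and total cytoplasm intensity under 500,000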;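 also: U2OS cells stably carrying GPR55 and arrestin-GFP stimulated by 5 µM LPI near EC80; imaged beta-arrestin-GFP aggregate spots per cell after agonist stimulation; plate controls were LPI-stimulated DMSO wells for no effect and DMSO wells without LPI for full effect; some results filed as inactive read as strong as hits; confirmed hits need IC50 under 10 µM and bright autofluorescent wells are also inconclusive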
# West Nile virus CPE: West Nile virus antiviral activity, cell-based, CPE readout (AID 1621); West Nile virus-infected cells, CPE inhibition; higher % means a stronger effect; CPE inhibition, % at 10 µM; hits with a dose series show IC50 in µM; hit rate 0.02% among 290,000; in the data active = a potency from the dose series; also: strong numbers were not always called active
# KOR beta-arrestin-1: KOR antagonists, beta-arrestin recruitment, cell-based, luminescence, uHTS (AID 1778); KOR beta-arrestin recruitment, luminescence, antagonist mode; higher % means a stronger effect; one-dose inhibition, % at 10 µM; IC50 in µM for titrated hits; hit rate 0.091% among 290,000; in the data active = inhibition above about 50%; also: strong numbers were not always called active
# HIV peptide binding: cell-free HIV fusion peptide-binding blockers – biochemical, uHTS, fluorescence dequenching, primary screen (AID 1986); cell-free peptide binding, fluorescence dequenching, 30 min; higher % means a stronger effect; inhibition, % at 20 µM, or IC50 in µM where a hit was titrated; hit rate 0.3% among 290,000; in the data active = inhibition mostly above about 52%, no sharp cut-off; inactive = mostly below about 76%; also: some results filed as inactive read as strong as hits
# KOR beta-arrestin-2: KOR agonists, beta-arrestin recruitment, primary screen, cell-based, luminescence, uHTS (AID 1777) | activation, % at 10 µM; hits with a dose series show EC50 in µM | KOR beta-arrestin recruitment, luminescence; higher % means a stronger effect | hit rate 0.02% among 280,000; in the data active = activation above about 50%, passing the limit was not always enough; also: a part of the inactive calls stands beside numbers as strong as those of hits
# NOD1 inhibition: NOD1 signaling inhibitors, primary screen, cell-based, luminescence, uHTS (AID 1578) | NOD1-driven NF-kB luciferase reporter cells, luminescence; higher % means a stronger effect | one-dose inhibition, % at 4 µM; EC50 in µM for titrated hits | hit rate 1% among 290,000; in the data active = inhibition mostly above about 36%, no sharp cut-off; inactive = mostly below about 34%;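 also: HEK-293T reporter cells stimulated with the NOD1 agonist gamma-tri-DAP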
# Dengue-2 NS5 capping pilot replicate: also measured in Dengue-2 NS5 capping; calls as there; inhibition, %; measured here: pilot screen replicate inhibition
# The depositor's hits bear a star; / = no result given; [ ] = dose if it differs, or a comment. Not all compounds are listed (hit frequency here may not be typical).
SMILES,GPR35 antagonists,Dengue-2 NS5 capping,GPR55 activation,GPR55 antagonists,West Nile virus CPE,KOR beta-arrestin-1,HIV peptide binding,KOR beta-arrestin-2,NOD1 inhibition,others
O=C(COC(=O)c1cc(S(=O)(=O)N2CCOCC2)c(Cl)cc1Cl)Nc1ncc(C(F)(F)F)cc1Cl,11%,-12%,0.0%,-5%,0.1%,-2%,1.0%,-1.1%,2%,
CCC1=NN2C(=N)/C(=C\c3cccn3-c3ccc(C)cc3C)C(=O)N=C2S1,14%,10%,-0.5%,7%,0.3%,-5%,51%*,-0.1%,-14%,
COc1ccc2c(c1)OC/C(=C/c1cccs1)C2=O,-16%,4%,-0.3%,4%,-0.6%,5%,1.4%,-3.4%,-25%,
CCOc1ccc(N(C)S(=O)(=O)c2ccc(C)c(C(=O)OCC(=O)c3c[nH]c4ccccc34)c2)cc1,-11%,-11%,-0.1%,-2%,0.2%,-26%[20 µM],-0.8%,1.0%,9%,
COc1ccc(N(C(=O)c2snc(C(N)=O)c2N)C(C(=O)NC2CCCC2)c2ccc(F)cc2)c(OC)c1 (centres undefined),16%,2%,/,7%,0.1%,10%,-0.5%,-0.7%,-15%,
O=S(=O)(Nc1nc2ccccc2nc1OCC(F)(F)F)c1cccs1,-10%,9%,-0.1%,13%,0.3%,4%,6.6%,3.1%,3%,
COc1ccccc1CC(=O)Nc1cccc(F)c1,2%,-5%,0.0%,9%,-0.5%,36%,2.5%,1.7%,-10%,
C=CCN(C(=O)c1ccc(Cl)cc1)c1ccccc1C(=O)NCC(=O)O,-6%,5%,0.2%,20%,0.7%,11%,-1.5%,-7.5%,-11%,
C=CCN(c1ccccc1)S(=O)(=O)c1ccc2c(c1)NC(=O)C(C)S2 (centres undefined),35%,-2%,0.2%,2%,-0.1%,-31%,-2.1%,-1.0%,18%,
CC(C)(C)c1ccc(/C([O-])=C(/C(=S)NCc2ccco2)[n+]2ccccc2)cc1,18%,/,-0.2%,-6%,0.3%,-2%,21%,10%,10%,
CC(C)CCC(C)NC(=O)CN1C(=O)NC(C)(c2ccc3ccccc3c2)C1=O (centres undefined),-6%,-5%,-0.2%,-3%,-0.8%,-6%,-0.4%,-3.2%,-54%,
CCOC(=O)c1cc2c(ccn2-c2ccc(F)cc2)n1CC(=O)N(CC)CC,-5%,9%,0.2%,-1%,-1.6%,3%,-0.3%,-0.3%,-26%,
c1csc(CNCCCN2CCOCC2)c1,1%,5%,-0.3%,15%,0.1%,-4%,-1.1%,1.8%,/,
O=C(O)c1ccc(OCCOc2ccccc2)cc1,-3%,-3%,0.0%,6%,1.2%,-4%,-0.4%,-0.3%,-13%,
CC(CCc1ccccc1)NC(=O)c1nnc(Cc2ccc(F)cc2)o1 (centres undefined),-5%,-1%,-0.2%,5%,/,-2%,3.9%,0.5%,3%,
COc1ccc(C(=O)Nc2ccc(N3CCN(C(C)=O)CC3)cc2)cc1[N+](=O)[O-],-12%,/,0.8%,-7%,-0.2%,1%,-0.6%,-2.3%,-51%,
C[C@H]1CN=C(Nc2ccccc2)N1CCC1CCCC1,1%,-1%,0.0%,14%,-0.4%,-16%[20 µM],-0.5%,-1.7%,-14%,
CCc1ccccc1-n1nnnc1-c1cnccc1C(F)(F)F,-6%,-7%,-0.4%,-3%,0.1%,16%,-1.2%,-4.3%,-3%,
Cc1cc(C(=O)CSc2nc3ccccc3n2C)c(C)n1C,-3%,8%,-0.1%,4%,0.3%,-36%,0.9%,-2.1%,-20%,
COc1ccc(NC(=O)CSc2nnc(-c3cc(C)[nH]n3)n2N)cc1OC,6%,0%,-0.2%,0%,1.6%,-4%,1.7%,1.1%,-35%,
O=C(CSc1c2c(nc3ccc(Cl)cc13)CCCC2)NCCCN1CCOCC1,-4%,-2%,-0.3%,20%,-0.2%,31%,0.5%,-3.1%,2%,
COc1ccc(OCCN(C)Cc2ccccc2)cc1,-10%,-1%,0.5%,-1%,-0.3%,33%,-2.5%,-1.7%,-22%,
O=C(Nc1ccc(NC(=S)NC(=O)c2ccco2)cc1)c1ccccc1,-6%,-2%,0.0%,4%,-0.6%,-19%,-1.2%,-2.5%,-40%,
C[C@@H]1C=C[C@](Cc2ccccc2)(C(=O)NCC2CC2)N1C(=O)c1ccccc1,-15%,1%,-0.3%,14%,-0.7%,-34%,-2.3%,1.7%,38%,
CN(C)CCCn1c(=S)[nH]c2ccccc2c1=O,-11%,-4%,0.9%,10%,-0.3%,-2%,0.5%,1.8%,-23%,

# Nine successive records already listed:
SMILES,GPR35 antagonists,Dengue-2 NS5 capping,GPR55 activation,GPR55 antagonists,West Nile virus CPE,KOR beta-arrestin-1,HIV peptide binding,KOR beta-arrestin-2,NOD1 inhibition,others
C[C@H]1CN=C(Nc2ccccc2)N1CCC1CCCC1,1%,-1%,0.0%,14%,-0.4%,-16%[20 µM],-0.5%,-1.7%,-14%,
CCc1ccccc1-n1nnnc1-c1cnccc1C(F)(F)F,-6%,-7%,-0.4%,-3%,0.1%,16%,-1.2%,-4.3%,-3%,
Cc1cc(C(=O)CSc2nc3ccccc3n2C)c(C)n1C,-3%,8%,-0.1%,4%,0.3%,-36%,0.9%,-2.1%,-20%,
COc1ccc(NC(=O)CSc2nnc(-c3cc(C)[nH]n3)n2N)cc1OC,6%,0%,-0.2%,0%,1.6%,-4%,1.7%,1.1%,-35%,
O=C(CSc1c2c(nc3ccc(Cl)cc13)CCCC2)NCCCN1CCOCC1,-4%,-2%,-0.3%,20%,-0.2%,31%,0.5%,-3.1%,2%,
COc1ccc(OCCN(C)Cc2ccccc2)cc1,-10%,-1%,0.5%,-1%,-0.3%,33%,-2.5%,-1.7%,-22%,
O=C(Nc1ccc(NC(=S)NC(=O)c2ccco2)cc1)c1ccccc1,-6%,-2%,0.0%,4%,-0.6%,-19%,-1.2%,-2.5%,-40%,
C[C@@H]1C=C[C@](Cc2ccccc2)(C(=O)NCC2CC2)N1C(=O)c1ccccc1,-15%,1%,-0.3%,14%,-0.7%,-34%,-2.3%,1.7%,38%,
CN(C)CCCn1c(=S)[nH]c2ccccc2c1=O,-11%,-4%,0.9%,10%,-0.3%,-2%,0.5%,1.8%,-23%,

# (continued)
SMILES,GPR35 antagonists,Dengue-2 NS5 capping,GPR55 activation,GPR55 antagonists,West Nile virus CPE,KOR beta-arrestin-1,HIV peptide binding,KOR beta-arrestin-2,NOD1 inhibition,others
COC(=O)c1ccc(SCc2cnc(Cl)s2)cc1,13%,6%,-0.1%,15%,0.6%,-7%,-3.2%,-4.3%,/,Dengue-2 NS5 capping pilot replicate=8.8
O=C(O)CSc1ccc(NC(=O)Nc2ccccc2F)cc1,6%,-7%,-0.1%,-3%,-0.5%,15%,-0.1%,-0.4%,0%,
CCOc1cc(-c2noc(-c3cccnc3)n2)ccc1OC,-1%,2%,-0.1%,-6%,0.9%,8%,0.4%,-1.3%,-5%,
COCCN1C=C(C(=O)OC)C(c2ccc(OC)c(OC)c2)C(C(=O)OC)=C1,1%,-6%,-0.1%,5%,-0.5%,8%,0.1%,4.3%,-19%,
CN(Cc1ccccc1O)CC1CCCN(CCc2ccc(Cl)cc2)C1 (centres undefined),-3%,-5%,-0.4%,4%,-0.8%,-18%[20 µM],-1.7%,-1.8%,-8%,
O=C(Nc1ccccc1SCC1CSc2nc3ccccc3c(=O)n21)c1ccccc1Cl (centres undefined),9%,-6%,0.5%,-8%,-0.3%,-32%,0.6%,1.3%,-18%,
CC(C)C[C@H](NC(=O)N1CC(=O)Nc2ccccc21)C(=O)N[C@H](Cc1ccccc1)C(=O)O,-5%,7%,-0.2%,-8%,-0.1%,-11%[20 µM],13%,-1.9%,-7%,
COc1ccc(NC(=O)c2cc(S(=O)(=O)NCC3COc4ccccc4O3)ccc2F)cc1 (centres undefined),-4%,-4%,0.1%,5%,-1.4%,-2%,-1.2%,-1.6%,-35%,
O=C(NNC(=O)C1CCCO1)c1ccc(Cl)cc1 (centres undefined),0%,-4%,-0.2%,-4%,0.1%,-15%,-0.6%,-3.9%,-10%,
Cc1c(NC(=O)C2CC(c3ccc(F)cc3)=NO2)c(=O)n(-c2ccccc2)n1C (centres undefined),2%,-5%,-0.2%,60%,0.4%,32%,-1.6%,2.5%,20%,
O=Nc1c(O)n(Cc2ccc(Cl)cc2)c2ccccc12,1%,0%,0.2%,-8%,1.6%,-22%,0.9%,4.1%,58%,
COc1ccccc1Nc1ncnc2c1c(C)c(C)n2CCO,-4%,-3%,-0.1%,1%,0.7%,14%,-0.3%,-6.4%,-3%,
COc1ccc(Br)c(OC)c1C(=O)NC(=O)Nc1c(F)cccc1F,6%,-7%,0.3%,7%,-0.3%,7%,1.4%,-5.6%,-2%,
Cc1cc(C)n(CC(C)NCc2cn[nH]c2-c2ccc(C)c(C)c2)n1 (centres undefined),8%,-298%,0.6%,4%,-1.4%,-42%[20 µM],-1.1%,-7.7%,-27%,
O=C(Nc1cccc(F)c1)Nc1ccnn1C1CCN(C(=O)c2ccccn2)CC1,-6%,-8%,-0.1%,14%,-0.1%,14%,-0.7%,-4.3%,-37%,
O=c1c2ccccc2nc2ccc(NCc3cccs3)nn12,-27%,-8%,1.0%,-1%,-0.5%,29%,-0.5%,-1.2%,-61%,
O=C(O)CCC(=O)Nc1nc2ccccc2s1,-23%,-2%,-0.2%,6%,0.6%,-1%,-0.8%,-3.8%,-18%,
CC(=O)Nc1cccc(NC(=O)c2cc3ccccc3o2)c1,-9%,-10%,-0.1%,-3%,-0.4%,-3%,-1.1%,0.9%,-71%,
NC(=O)NC(CC(=O)NCCCc1ccccc1)c1ccc(Cl)cc1 (centres undefined),-15%,-4%,-0.3%,19%,0.3%,28%,-1.0%,2.3%,-8%,
CC(=O)Nc1nc(C)c(Oc2ccc(Cl)cc2Cl)c(=O)[nH]1,19%,3%,-0.2%,18%,-0.1%,-14%,1.2%,0.2%,29%,
CCOc1ccc(C(C)=O)cc1COC(=O)CCc1cc(OC)c(OC)c(OC)c1,-2%,-7%,-0.2%,-9%,-0.7%,4%,0.8%,-6.8%,-4%,
O=C(CCC(=O)NC1CCCCC1)N/N=C/c1ccncc1,4%,-6%,0.0%,0%,-0.2%,22%,0.9%,-3.8%,-31%,
O=C(NNc1nc(-c2ccc(Br)cc2)cs1)c1ccco1,9%,2%,0.2%,0%,-1.6%,-1%[20 µM],-1.5%,-8.3%,40%,
Cc1nnc(Sc2nc3c(c(=O)[nH]c(=O)n3C)n2CCc2ccccc2)s1,-10%,-2%,-0.1%,1%,-0.1%,23%,-0.9%,-0.8%,2%,
COc1cc(CC(NC(C)=O)C(=O)NC2CCN(C(=O)Nc3ccc(C)cc3)CC2)cc(OC)c1 (centres undefined),6%,-6%,0.5%,2%,0.0%,29%,-1.2%,-3.5%,0%,

# Assay outcomes from PubChem BioAssay.
